esBAF inh = inhibitors of esBAF chromatin remodeling in mouse ES cells | AID 602393 | hit rate 2% among 350,000 | reporter increase, % at 12.5 µM | Bmi1-luciferase knock-in reporter, 24 h; 100% = twice the neutral-well signal; in the data active = activation above about 40%;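 also: 0% = median of the plate's neutral control wells and 100% = double that signal; a rise in the Bmi1 reporter signal indicates esBAF inhibition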
miR-122 sensor = inhibitors of miR-122 in Huh7 cells; hit rate 0.3% among 340,000; Huh7 miR-122 Renilla luciferase sensor, 48 h; neutral wells = 0, positive control = 100; activation (reporter increase), % at 12.5 µM; AID 602342;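 active = mean replicate activation score at least 90 and every replicate individually at or above 90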;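 also: higher luciferase means less miR-122 activity so hits act as miR-122 inhibitors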
Cneo AK release = causes C. neoformans cell lysis. hit rate 0.2% among 360,000. lysis activity, % at 15 µM. adenylate kinase release luminescence, 4 h; normalised: neutral wells 0, clomiphene wells 100;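 active = mean lysis activity across replicates of at least 80%, whatever share of replicates individually reach that level; inactive = mean lysis activity below 80%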
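Test system: log-phase Cryptococcus neoformans yeast cells; Quantity: yeast cell density of 5 × 10^6 cells/mL; Buffer or medium: YPD; Doses: single compound concentration per well; Timing: 4 h at 37 °C static, read 1 h later; Measured by: AK luminescence; Read-out basis: lysis from increased AK signal; Control set: Clomiphene as positive control.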
SIRT5 block = inhibitors of human sirtuin-5 desuccinylase; Purified SirT5, succinyl-peptide AMC, trypsin-coupled fluorescence; hit rate 1.1% among 330,000; inhibition, % at 15 µM; Q9NXA8; in the data active = inhibition above about 15%
Target sequence (Q9NXA8 whole entry, looked up): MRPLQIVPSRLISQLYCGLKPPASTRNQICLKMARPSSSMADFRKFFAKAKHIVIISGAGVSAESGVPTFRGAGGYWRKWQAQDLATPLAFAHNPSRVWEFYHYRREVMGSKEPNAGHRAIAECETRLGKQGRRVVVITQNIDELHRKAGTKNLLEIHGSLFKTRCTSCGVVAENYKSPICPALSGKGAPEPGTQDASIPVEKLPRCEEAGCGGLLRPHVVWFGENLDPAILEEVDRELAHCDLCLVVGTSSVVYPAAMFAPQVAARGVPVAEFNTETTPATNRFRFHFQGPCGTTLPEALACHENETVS
Statin myotox sup = protects C2C12 myotubes from simvastatin toxicity; rescue of ATP level, % at 7.49 µM; hit rate 0.78% among 330,000; AID 602340; ATP luminescence, 48 h; scaled: DMSO 0, geranylgeraniol control 100;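 active = mean ATP rescue above about 67%, or every replicate alone reaching that limit, limit read from the data, passing the limit was not always enough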;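 also: myotubes were challenged with 10 µM simvastatin during compound exposure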
ARNT-TACC3 inh = ARNT/TACC3 interaction disruption; Q9Y6A5; AlphaScreen His-ARNT PAS-B/GST-TACC3 binding, luminescence; TACC3 fragment carries E629A point mutation; inhibition, % at 9.99 µM; hit rate 0.66% among 390,000; AID 623870;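 active = mean inhibition of replicates at least 50% and at least half of replicates each reaching 50%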;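 also: 0% = complete ARNT plus TACC3 wells and 100% = ARNT alone without TACC3; many hits fall short of the cut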
ERp5 block = inhibitors of human ERp5. ERp5 insulin aggregation, absorbance 650 nm, 90 min. inhibition, % at 9.99 µM. hit rate 0.05% among 350,000;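 active = mean replicate inhibition above about 25%, with every replicate also reaching it, limit read from the data, passing the limit was not always enough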
Target sequence (Q15084 whole entry, looked up): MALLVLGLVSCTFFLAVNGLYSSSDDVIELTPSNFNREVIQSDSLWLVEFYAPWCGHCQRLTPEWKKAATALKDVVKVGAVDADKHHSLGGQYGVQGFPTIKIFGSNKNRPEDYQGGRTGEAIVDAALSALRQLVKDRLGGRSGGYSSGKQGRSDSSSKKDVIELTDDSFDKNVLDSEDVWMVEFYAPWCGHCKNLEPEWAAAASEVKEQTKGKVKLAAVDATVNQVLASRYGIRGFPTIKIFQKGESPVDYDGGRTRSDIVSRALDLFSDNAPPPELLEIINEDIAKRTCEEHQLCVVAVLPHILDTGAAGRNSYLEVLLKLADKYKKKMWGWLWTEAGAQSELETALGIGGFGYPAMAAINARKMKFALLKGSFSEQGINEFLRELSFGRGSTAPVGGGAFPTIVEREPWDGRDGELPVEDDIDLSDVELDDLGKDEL
* = called active by the depositor; . = not tested or not shown; & = joins results of further samples; [ ] = remark or other dose.

Compound,esBAF inh,Cneo AK release,ERp5 block,ARNT-TACC3 inh,SIRT5 block,Statin myotox sup,miR-122 sensor
CCCCNC(=O)c1ccc2nc(-c3ccco3)c(-c3ccco3)nc2c1,-9,-2,0,17,.,0,-1
COc1ccc2c(c1)-c1c(sn(-c3ccc(OC)c(OC)c3)c1=S)C(C)(C)N2,4,0,.,9,.,-101,8
COc1ccc(CNC(=O)CC2C[C@H](C(=O)N3CCOCC3)[C@@]3(C)c4[nH]c5ccccc5c4CCN3C2=O)cc1OC (some centres not stated),-1,0,3,-65,2,10,.
C[C@H](CO)N1C[C@H](C)[C@H](CN(C)Cc2ccc(Cl)c(Cl)c2)Oc2ccc(NS(=O)(=O)c3ccc(F)cc3)cc2CC1=O,8,.,.,.,.,6,-2[16.7 µM]
CC(C)C(=O)Nc1c2c(nn1-c1ccccc1)CSC2,-7,0,-5,-6,2,7,6
CCc1nnc(NC(=O)CCS(=O)(=O)Cc2ccccc2)s1,-6,1,-1,-4,8,20,.
CCN(CC)c1cc2nc(C)n(Cc3ccccc3)c(=O)c2cc1NC(=O)C1CC1,-16,1,.,-1,.,.,-5
O=C(Nc1ccc(N2CCN(C(=O)c3ccccc3)CC2)cc1)c1cc2ccccc2o1,-20,-1,.,-4,.,.,-9
COc1ccc(N(Cc2nnc3n2CCCCC3)C(=O)Nc2ccccc2)cc1,-4,0,-1,-3,0,0,-7
COc1cc(NS(=O)(=O)c2ccc(NC(=O)CN3C(=O)c4ccccc4C3=O)cc2)nc(OC)n1,.,.,3,-1,-2,.,.
O=C(c1ccccc1)N1CCCC(C(=O)N2CCN(c3ccccc3)CC2)C1 (configuration not stated),-4,.,3,3,1,4,1
CCc1c(C)sc2nc3c(C(=O)N4CCOCC4)cc(C(=O)c4ccccc4O)cn3c(=O)c12,-4,1,5,12,1,5,8
COC(=O)c1ccc(Nc2nnc(-c3ccc(C)c(S(=O)(=O)NCC4CCCO4)c3)c3ccccc23)cc1 (configuration not stated),22,1,.,-3,.,3,250*
CCN(c1ccccc1)S(=O)(=O)c1c(C)noc1C,1,4,-1,.,3,1,-2
CNC[C@@H]1Oc2ncc(-c3ccc(F)cc3)cc2C(=O)N([C@H](C)CO)C[C@@H]1C,0,0,3,-2,1,-8,-2[16.7 µM]
COc1cccc(C2c3c(oc4ccccc4c3=O)C(=O)N2CCCN(C)C)c1OC (configuration not stated),.,-3,.,-3,.,.,-1
C[C@H](CO)N1C[C@H](C)[C@@H](CN(C)Cc2ccccc2)Oc2cc(C#CC3CC3)ccc2S1(=O)=O,-2,9,-3,0,-3,-53,80[16.7 µM]
O=C(COc1ccccc1Cl)NCc1ccncc1,8,-7,.,-6,.,.,-6
C[C@@H]1CN([C@@H](C)CO)S(=O)(=O)c2ccc(C3=CCCC3)cc2O[C@@H]1CN(C)Cc1cccnc1,-4,3,-1,-9,3,-26,-17[16.7 µM]
Cc1cccc(OCc2nnc(SCn3nnc4ccccc4c3=O)o2)c1,9,1,.,-5,.,-8,-6
O=C(NCC(c1cccs1)N1CCOCC1)c1cc([N+](=O)[O-])cc([N+](=O)[O-])c1 (configuration not stated),.,0,1,-2,-7,.,-4
COc1ccccc1N1CCN(CC(O)COc2ccc3c(C)cc(=O)oc3c2)CC1 (configuration not stated),1,-3,.,8,.,4,1
CC(C)C(=O)Nc1cccc(NC(=S)NC(=O)c2ccc(Cl)cc2)c1,34,-1,.,10,.,.,-6
COc1ccc(OC)c(Cc2nnc(CCC(=O)NC3CCCC3)o2)c1,-2,.,0,7,0,-4,5
O=C(Nc1ccc(F)cc1)C1CCCO1 (configuration not stated),.,.,2,1,-2,.,.
COc1ccc(NC(=O)COC(=O)CCc2nc3ccccc3c(=O)[nH]2)cc1Cl,3,-3,-8,-5,-2,0,-3
COc1ccc(NC(=O)Nc2ccc3c(c2)C(=O)N([C@@H](C)CO)C[C@@H](C)[C@@H](CN(C)C)O3)cc1,2,-1,-1,-5,0,-7,1[16.7 µM]
CCCn1c(=S)[nH]c2cc(C(=O)N3CCN(C(=O)OCC)CC3)ccc2c1=O,-4,-4,4,-9,1,9,0
O=C(CNCC(=O)Nc1ccc(F)c(F)c1F)Nc1ccc(F)c(F)c1F,-4,0,5,-20,1,2,-11
Cc1nnc(NC(=O)CSc2nc(C(C)C)nc3sc(C)c(C)c23)s1,2,-2,.,-6,.,-10,-55
C=CCNCc1cccn1-c1sc2c(c1C#N)CCCC2,-6,-2,.,0,.,-28,-4
CC1CCC(C(C)C)C(OC(=O)C[n+]2cccc(C(N)=O)c2)C1 (configuration not stated),-2,0,.,-1,.,2,0
COc1ccc(CN2CCN(S(=O)(=O)c3ccc(C)cc3)CC2)cc1OC,1,.,-3,8,-6,5,.
CN1C[C@H](O)COC[C@H]2O[C@@H](CC(=O)NC3CCCC3)CC[C@@H]21,0,-2,-2,-13,0,-12,0[16.7 µM]
COc1ccccc1NC(=O)N1C[C@@H](O)COC[C@H]2O[C@H](CC(=O)N3CCC(Cc4ccccc4)CC3)CC[C@@H]21,7,1,.,-8,.,-15,-7[16.7 µM]
CC1CCCN(C(=O)COC(=O)/C=C/c2ccc(C(F)(F)F)cc2)C1 (configuration not stated),0,7,-3,0,-3,24,-3
CCC(=O)c1ccc2c(c1)OCCO2,.,.,3,-9,-3,.,.
O=C(Cc1ccc(Br)cc1)N(Cc1ccccc1)c1ccccn1,1,-2,3,-13,-1,1,5
COc1ccc2c(c1)O[C@H]1c3ccc(O)cc3OC[C@@H]21,16,-6,0,-3,.,11,-17
COC(=O)CNc1cccc(C(F)(F)F)c1,1,6,-4,3,-1,-12,-7
Cc1cc(NC(=O)CCCN2C(=O)c3cccc4cccc(c34)C2=O)no1,.,.,0,2,-1,.,.
CO[C@H]1CN(C)C(=O)c2cc(NC(=O)C3CCOCC3)ccc2OC[C@H](C)N(C(C)=O)C[C@H]1C,0,.,.,.,.,7,-14[16.7 µM]
CCCCN(Cc1cc2ccccc2[nH]c1=O)S(=O)(=O)c1ccc(C)cc1,7,-4,-14,.,.,25,5
CC(C)(C)C(=O)Nc1ccc(-c2cn3cccnc3n2)cc1,12,-3,3,-6,-44,-16,.
CCCCC(=O)N1C/C=C\[C@H](c2ccc(OC)cc2)N(Cc2ccc(F)cc2)C(=O)[C@@H]1C,-8,2,6,8.3*,-3,-26,-2
Cc1cc(C)c(S(=O)(=O)N2CCCC2=O)c(C)c1,-5,0,-1,-8,-1,5,2
O=C(C[C@H]1CC[C@H]2[C@@H](COC[C@@H](O)CN2Cc2ccc(F)cc2)O1)NCCc1ccccc1,5,-2,-4,-10,-3,8,-5[16.7 µM]
Cc1ccc2c(c1)C(=O)C(=O)N2Cc1ccc(F)cc1,-2,0,3,-1,.,2,-3
Cc1nc2sc(C(c3cccc(F)c3)N3CCCC(C)C3)c(O)n2n1 (configuration not stated),-1,-2,.,5,.,5,11
Cn1c(SCC(=O)NC(C)(C)C)nnc1-c1ccc(C(C)(C)C)cc1,1,-3,.,-5,.,-29,-4

Ordered by molecular weight (low to high): some entries from above.
Compound,esBAF inh,Cneo AK release,ERp5 block,ARNT-TACC3 inh,SIRT5 block,Statin myotox sup,miR-122 sensor
CCC(=O)c1ccc2c(c1)OCCO2,.,.,3,-9,-3,.,.
Cn1c(SCC(=O)NC(C)(C)C)nnc1-c1ccc(C(C)(C)C)cc1,1,-3,.,-5,.,-29,-4
O=C(Cc1ccc(Br)cc1)N(Cc1ccccc1)c1ccccn1,1,-2,3,-13,-1,1,5
CCCCN(Cc1cc2ccccc2[nH]c1=O)S(=O)(=O)c1ccc(C)cc1,7,-4,-14,.,.,25,5
O=C(CNCC(=O)Nc1ccc(F)c(F)c1F)Nc1ccc(F)c(F)c1F,-4,0,5,-20,1,2,-11

Continuation.
Compound,esBAF inh,Cneo AK release,ERp5 block,ARNT-TACC3 inh,SIRT5 block,Statin myotox sup,miR-122 sensor
CCN1C(=O)NC(c2ccc(Cl)cc2)C2=C1CCCC2=O (configuration not stated),-3,-3,-1,0,-2,43,-1
CN1CCN(CC(=O)Nc2ccc(Oc3ccccc3)cc2)CC1,.,5,.,11,.,.,8
COc1ccc(C(=O)NCCn2cc(SCC(=O)NCc3ccco3)c3ccccc32)cc1,52*,-8,.,-5,.,29,-5
CN1CCN(C(=O)c2cccc(NS(=O)(=O)c3ccc(Br)cc3)c2)CC1,-5,1,1,-1,-3,-6,.
CCOC(=O)C1=C(C)N(C)C(=O)NC1c1c(OC)ccc2ccccc12 (configuration not stated),-5,-3,-3,-4,-5,8,1
CN1CCN(C(=O)C[C@@H]2CC[C@@H]3[C@H](COC[C@H](O)CN3C(=O)C3CC3)O2)CC1,2,-2,-2,7,1,0,-4[16.7 µM]
C[C@@H]1CN([C@H](C)CO)C(=O)c2cc(NS(=O)(=O)c3ccc(Cl)cc3)ccc2O[C@H]1CN(C)S(=O)(=O)c1cccs1,-1,42,-8,-2,3,40,14[16.7 µM]
NC(=O)N/N=C/c1ccc(-c2cccc(C(F)(F)F)c2)o1,.,.,-8,-1,-2,.,.
CC(C)C(=O)N1CCN(c2ccccc2NC(=O)c2ccc([N+](=O)[O-])o2)CC1,-1,0,2,.,2,36,4
Cc1ccc(-c2nc3cc(C)c(Br)c(C)n3c2Cc2ccccc2)cc1,19,-1,-1,.,0,27,5
Cc1cc2nc(-c3ccccc3)cc(=O)n2[nH]1,2,-5,-2,16,-13,1,0
COc1ccc(NS(=O)(=O)c2ccc(F)c(F)c2F)cc1S(=O)(=O)N1CCOCC1,-4,0,6,-2,-4,25,8
CNC(=O)C[C@H]1CC[C@@H]2[C@H](COc3ccc(NC(=O)c4cnccn4)cc3C(=O)N2C)O1,1,-4,.,-1,.,9,17[16.7 µM]
O=C(NNC(=O)c1ccc(S(=O)(=O)N2CCCCC2)cc1)c1ccccc1,-7,4,1,-6,-1,14,-1
CCCNC(=O)[C@H]1[C@H](CO)[C@H]2Cn3c(ccc(C4=CCCC4)c3=O)[C@H]2N1C(=O)CC,-1,0,7,-2,-8,-13,-6[16.7 µM]
CCn1ncc(Br)c1C(=O)Nc1ccn(C23CC4CC(CC(C4)C2)C3)n1,2,2,.,1,.,8,15
CC(C)c1cc(O)c(-c2ccccc2)c(=O)n1-c1ccc(Cl)cc1,-4,-4,-6,0,-3,6,4
CCOC(=O)C(C)/C(C)=N/NC(=O)CCC(=O)Nc1cc(C)ccc1C (configuration not stated),-5,-15,-10,-4,-9,4,3
C[C@@H]1CN([C@@H](C)CO)C(=O)CCCn2nncc2CO[C@@H]1CN(C)S(=O)(=O)c1cccc(F)c1,-2&3,-1&5,-4&-1,11,0&4,2&-10,-1
COc1ccc(NC(=O)c2nc(C)c(C3(C)CC(c4ccccc4)=NO3)s2)cc1 (configuration not stated),-20,-2,-2,0,.,15,10
Cc1ccc(CN(C)C[C@@H]2OCc3cnnn3CCCC(=O)N([C@H](C)CO)C[C@@H]2C)cc1,-5,6,1,-6,18*,-6,3[16.7 µM]
Cc1cc(NC(=O)C2CC(c3ccc(Cl)cc3)=NO2)no1 (configuration not stated),.,0,.,0,.,.,4
C[C@@H]1CN([C@@H](C)CO)C(=O)c2cc(NC(=O)c3ccncc3)ccc2O[C@@H](C)CCCCO[C@@H]1CN(C)C,-1,1,4,-1,2,17,-1[16.7 µM]
Cn1cccc1C(=O)OCC(=O)N1c2ccccc2NC(=O)C1(C)C,1,1,7,-2,-9,-12,-13
O=C(Nc1cnn(Cc2ccc(F)cc2)c1)c1cc2nc(-c3ccco3)cc(C(F)(F)F)n2n1,.,1,.,1,.,-7,-2
COC(=O)C1=C(C)N(c2cccc(C)c2)C(=O)/C1=C\c1cccs1,-2,6,.,5,.,1,1

Outcome played no part in choosing rows; overall some 4% were active at least once.
